Screening data: PubChem BioAssay, several laboratories
OX1R antag-1 – OX1R (HCRTR1) antagonists, primary screen, fluorescence, CHO/OX1R cells, Fluo-8 calcium, orexin A | 0.43% of 330,000 active | Orexin/Hypocretin receptor type 1 (Homo sapiens), O43613 | AID 434989, 2010 | Fluo-8 calcium fluorescence | inhibition, % at 5 µM;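 active = inhibition above its plate's threshold, mean inhibition of all tested compounds on the plate plus 3 SD, cut at about 37% in these data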;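 note: 0% = orexin A challenge wells and 100% = SB-334867-A antagonist wells; not every result past the cut was called active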
Target sequence (O43613 whole entry, looked up): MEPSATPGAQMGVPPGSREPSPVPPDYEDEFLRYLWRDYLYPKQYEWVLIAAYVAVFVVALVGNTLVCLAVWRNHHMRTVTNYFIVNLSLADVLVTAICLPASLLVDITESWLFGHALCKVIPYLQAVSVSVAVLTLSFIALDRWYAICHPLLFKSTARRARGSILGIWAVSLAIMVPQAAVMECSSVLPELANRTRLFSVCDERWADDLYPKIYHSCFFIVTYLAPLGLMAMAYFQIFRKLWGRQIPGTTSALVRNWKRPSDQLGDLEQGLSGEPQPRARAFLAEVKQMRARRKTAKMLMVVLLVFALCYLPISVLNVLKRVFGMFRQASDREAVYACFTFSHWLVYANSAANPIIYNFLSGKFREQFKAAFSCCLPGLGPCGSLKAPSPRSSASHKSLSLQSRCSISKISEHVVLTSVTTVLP
STK33 kinase inh – inhibitors of purified STK33 kinase, primary screen, biochemical, ADP-Glo luminescence, homogeneous, cell-free. Serine/threonine-protein kinase 33 (Homo sapiens), Q9BYT3. MBP phosphorylation. inhibition, % at 10 µM. 0.073% of 320,000 active;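 active = inhibition at or above 25%, using the most active replicate where run in duplicate; inactive = inhibition below 25%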
Target sequence (Q9BYT3 whole entry, looked up): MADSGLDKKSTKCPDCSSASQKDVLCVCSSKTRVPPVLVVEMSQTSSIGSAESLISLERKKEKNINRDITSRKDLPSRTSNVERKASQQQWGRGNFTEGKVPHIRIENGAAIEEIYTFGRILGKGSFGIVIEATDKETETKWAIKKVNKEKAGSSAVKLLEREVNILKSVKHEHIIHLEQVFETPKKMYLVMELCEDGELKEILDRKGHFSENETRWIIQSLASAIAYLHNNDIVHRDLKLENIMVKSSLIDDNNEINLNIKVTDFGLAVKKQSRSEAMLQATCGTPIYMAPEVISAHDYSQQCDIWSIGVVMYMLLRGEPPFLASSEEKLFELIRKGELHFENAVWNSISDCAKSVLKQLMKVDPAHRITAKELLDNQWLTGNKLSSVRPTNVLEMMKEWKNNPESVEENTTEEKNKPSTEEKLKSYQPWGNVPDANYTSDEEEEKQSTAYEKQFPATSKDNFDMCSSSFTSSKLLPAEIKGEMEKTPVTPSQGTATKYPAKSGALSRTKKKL
OX1R antag-2 – antagonists of human orexin 1 receptor (OX1R). Orexin/Hypocretin receptor type 1 (Homo sapiens), O43613. OX1R-expressing cells, FRET antagonist read-out. inhibition, % at 6.6 µM. 1.8% of 330,000 active. AID 485270, 2010; in the data active = inhibition mostly above about 38%, no sharp cut-off; inactive = mostly below about 40%;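 note: 0% = agonist challenge alone and 100% = reference antagonist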
The depositor's hits bear a star; nt = no result given; & = joins results of further samples.

Start of the listing, in advance (2 entries):
smiles,OX1R antag-2,STK33 kinase inh,OX1R antag-1
COc1ccccc1N(CC(=O)NCCN1CCOCC1)S(=O)(=O)c1ccc(C)cc1,27.8,-0.1,-9.4
COc1cc2c(cc1OC)C(Nc1ccccc1)=NC(C)(C)C2,13.0,nt,3.8

This part in full, previewed entries included:
smiles,OX1R antag-2,STK33 kinase inh,OX1R antag-1
COc1ccccc1N(CC(=O)NCCN1CCOCC1)S(=O)(=O)c1ccc(C)cc1,27.8,-0.1,-9.4
COc1cc2c(cc1OC)C(Nc1ccccc1)=NC(C)(C)C2,13.0,nt,3.8
O=C(Nc1sc2c(c1C(=O)O)CCCC2)c1cccs1,15.6,0.7,-0.9
CCOC(=O)N1CCN(Cc2nc3c(c(=O)[nH]c(=O)n3C)n2CCCc2ccccc2)CC1,1.7,0.0,-27.1
CN(C)P(=NC(=O)COc1ccc(Cl)cc1Cl)(N(C)C)N(C)C,17.3,-0.4,-16.5
O=C(NC1CCN(c2ncccn2)CC1)c1ccccc1Cl,0.9,-0.6,-9.0
COc1ccc(OC)c(CNC(=O)CCNC(=O)Cn2ccc3ccccc3c2=O)c1,21.6,-1.6,-16.7
CC12CN3CC(C)(CN(C1)C3c1cc(Br)ccc1O)C2=O (configuration not stated),23.0,-1.5,-13.0
Cc1cc(O)c(-c2cc(C(=O)Nc3sc4c(c3C(=O)NCc3ccco3)CCC4)[nH]n2)cc1C,15.6,-0.1,-20.3
COc1ccc(C2c3[nH]c4ccccc4c3C[C@H]3C(=O)N(CCCO)CC(=O)N23)cc1OC (some centres not stated),17.4,0.1,-10.3
CC(CCc1ccccc1)NC(=O)CCNC(=O)Cn1ccc2ccccc2c1=O (configuration not stated),38.0,-0.6,-19.2
CCNC(=O)C(CCSC)NS(=O)(=O)c1ccc(C)cc1 (configuration not stated),5.7,-1.1,-13.5
COc1ccc(-c2nc3ccccc3c(=O)n2CCOc2ccc(C)cc2C)cc1,8.0,-1.7,-14.8
COc1ccccc1NC(=O)c1nnn(CC(=O)Nc2cc(C)cc(C)c2)c1N,16.9,-1.4,3.2
O=C(C1CCC(CNS(=O)(=O)c2cccs2)CC1)N1CCCCC1 (configuration not stated),0.8,-0.5,-6.3
COc1cccc(/C=C2\SC(N3CCC(C)CC3)=NC2=O)c1OC,5.0,-0.3,-25.3
Cc1cnc(C(=O)OCC(=O)NC(=O)c2ccccc2)cn1,11.2,-0.9,-16.1
CC(NC(=O)CCN1C(=O)c2ccccc2C1=O)c1ccc2c(c1)CCCC2 (configuration not stated),30.1,-1.5,-6.7
COc1cc2c(cc1OC)CN(C(=O)c1ccc(S(=O)(=O)N(C)c3ccccc3)cc1)CC2,8.8,-0.3,-34.1
Cc1cccc(-c2noc(-c3c(C)noc3C)n2)c1,7.9,-0.5,-14.4
O=c1c(Cl)c(N2CCN(c3ccc(F)cc3)CC2)cnn1C12CC3CC(CC(C3)C1)C2,1.0,-0.3,-15.7
CCCCN(CC)Cc1c(O)ccc2c3c(c(=O)oc12)CCC3,18.7,-0.9,-33.3
CCN1CCN(Cc2nc(N)nc(Nc3ccc(C)c(C)c3)n2)CC1,5.5,-0.1,-4.3
Cc1ccc(NC(=O)CCC(=O)NNC(=O)Nc2cccc(Cl)c2)c(C)c1,3.0,-0.2,-6.0
CS(=O)(=O)c1cccc(-c2nnc(NC(=O)c3ccc(S(=O)(=O)N4CCCC4)cc3)o2)c1,6.4,0.6,-1.5
O=S(=O)(c1cc(Cl)cc(Cl)c1)N1CCCC1c1nc2ccccc2s1 (configuration not stated),32.4,-0.4,-11.7
C/C(=N\NS(=O)(=O)c1ccc(Cl)cc1)c1ccc(NC(=O)c2ccco2)cc1,3.6,-1.7,1.6
O=C(/C=C/c1ccccc1)NCCOc1ccccc1,10.1,-0.8,1.7
CS(=O)(=O)Nc1cccc(C2=NN(S(C)(=O)=O)C(c3ccc4c(c3)OCO4)C2)c1 (configuration not stated),-0.1,-6.4,-10.3
CN(C)C(=O)CCc1ccc2c3c([nH]c2c1)[C@]1(C)[C@@H](C(=O)N2CCOCC2)C[C@H](CC(=O)NCc2ccco2)C(=O)N1CC3,-0.5,nt,-7.9

(further entries)
smiles,OX1R antag-2,STK33 kinase inh,OX1R antag-1
CCOC(=O)C(NC(=O)CC)(Nc1ccc(S(N)(=O)=O)cc1)C(F)(F)F (configuration not stated),25.9,-0.6,-3.3
COc1cccc(CNC(=O)CN2C(=O)c3ccccc3S2(=O)=O)c1,6.3,0.0,-11.1
O=C(NC1CCCC1)c1ccc(COCC(F)(F)F)o1,5.1,-1.4,-4.1
O=C1NC(=S)N/C1=C/c1cccn1-c1ccc([N+](=O)[O-])cc1,35.9,-0.3,-13.0
O=C(CN1C(=O)COc2ccccc21)NCCCN1CCN(Cc2ccccc2)CC1,1.2,-1.0,-12.7
Cc1ccc(S(=O)(=O)N2CCCCC2CCNC(=O)C(=O)NCC2CCCO2)cc1 (configuration not stated),16.6,-4.0,-8.6
COc1cc(NC(=O)COC(=O)C2CC2)c(C)cc1[N+](=O)[O-],4.4,-0.7,6.7
CN(c1ccccc1)S(=O)(=O)c1ccc(Cl)c(C(=O)OCC(=O)N2CCOCC2)c1,32.4,-0.9,-32.9
Cc1cc(-c2ccc(S(=O)(=O)N3CCN(c4ccccc4F)CC3)s2)on1,13.4,-0.3,3.3
COc1ccc(OC)c2c1sc(=NC(=O)C(C)C)n2C,20.1,-0.8,-4.9
CC1(C)CC(=O)C(C(c2ccncc2)C2C(=O)CC(C)(C)CC2=O)C(=O)C1,13.0,0.6,-3.9
O=C(O)c1ccccc1Nc1cc(Cl)c2nonc2c1[N+](=O)[O-],60.9*,-4.0,-5.3
CCCC(C)NC(=O)c1c2c(nc3ccccc13)CCC2 (configuration not stated),13.7,-0.6,-17.9
COC(=O)C1CC(O)CN1C(=O)c1ccco1 (configuration not stated),7.1,-1.4,1.6
O=C(CN1CCN(c2ccccc2)CC1)Nc1ccc2c(c1)OCCO2,27.0,-0.6,-8.5
CC(NC(=O)CCNS(=O)(=O)c1cccc2nsnc12)c1ccccc1 (configuration not stated),68.6*,-0.8,-9.3
CN(Cc1ccccc1)C(=O)CSc1nc2cc(C(=O)N3CCC(C(N)=O)CC3)ccc2c(=O)n1-c1ccccc1,-0.3,-0.5,-8.3
Cc1noc(C)c1Cc1ccc(O)cc1,24.3,-2.5,-14.2
Cc1ccccc1-c1noc(C23CC4CC(CC(C4)C2)C3)n1,12.0,0.2,-4.0
COc1cc(C(=O)OCC(=O)N2CCC(Cc3ccccc3)CC2)cc(OC)c1OC,20.3,0.4,-38.5
O=C(/C=C/c1cccc([N+](=O)[O-])c1)Nc1cc(C(=O)O)cc(C(=O)O)c1,62.1*,-0.4,-4.1
COc1ccc(CCn2nnnc2C(CC(C)C)N2CCN(c3ncccn3)CC2)cc1OC (configuration not stated),12.1,-0.7,-12.3
CO/N=C/CC(=O)c1cnc(-c2ccc(Cl)cc2)s1,6.4,0.1,-21.8
O=C(O)COc1ccc(S(=O)(=O)NCCc2ccccc2)cc1,4.8,1.8,-15.3
O=c1[nH]c2ccc(S(=O)(=O)N3CCCCC3)cc2[nH]c1=O,7.3,-2.6,-0.5
CCC(=O)N1CCN(c2ccccc2NC(=O)Cc2ccccc2)CC1,19.3,0.8,-32.1
COc1ccc(N2CC(NS(=O)(=O)c3ccc4ccccc4c3)CC2=O)cc1OC (configuration not stated),10.5,-1.7,-29.5
C/C(=N/NC(=O)Nc1ccccc1)c1ccc(C)cc1,2.9,-1.2,-15.3
Cc1ccc(OCC(=O)NNC(=O)c2ccoc2C)c(Br)c1,12.6,-1.2,-14.8
CN(Cc1ccccc1)S(=O)(=O)c1ccc(NC(=S)NC(=O)C2CCCCC2)cc1,24.8,nt,12.0

(further entries)
smiles,OX1R antag-2,STK33 kinase inh,OX1R antag-1
Cc1c(NC(=O)c2cc(-c3ccc(Br)cc3)on2)c(=O)n(-c2ccccc2)n1C,23.1,-1.4,-20.9
CCN(CC(=O)Nc1ccc(NC(C)=O)cc1)C(=O)c1n[nH]c(=O)c2ccccc12,1.8,nt,-9.3
CC(=O)Nc1ccc(NC(=O)C(C)N2CCN(S(=O)(=O)c3ccc(C)cc3)CC2)cc1 (configuration not stated),12.6,0.0,-26.9
CC(=O)N1CCc2c(sc3c2c(=O)n(-c2ccccc2)c(=O)n3Cc2ccccc2Cl)C1,4.1,-1.0,-22.2
O=C1C=C(OCc2ccccc2)CN1,8.7,1.3,-18.9
O=C(CCC(=O)N1CCOc2ccc(Cl)cc21)NCc1ccccc1,2.2,-0.6,-22.6
CC(=O)c1c(C)[nH]c(C2=NNC(=NCc3ccccc3)SC2)c1C,8.5,1.2,-19.0
O=C(c1cccc([N+](=O)[O-])c1)N1CCN(c2ccc(N3CCOCC3)nn2)CC1,24.6,-0.6,-0.4
Cc1cc(C(=O)Nc2sccc2C#N)c2ccccc2n1,6.8,-0.1,-27.0
CCOc1ncccc1C(=O)Nc1cc2c(cc1Br)OCCO2,39.8*,6.5,21.6
N#C/C(=C\c1ccc(O)c([N+](=O)[O-])c1)C(=O)NCc1ccccc1,42.8,2.7,-9.4
CSc1ccc(CSCC(=O)N2CCN(S(=O)(=O)c3ccc(C)cc3C)CC2)cc1,18.1,-0.5,16.7
CC(Nc1cc(=O)n(C)c(=O)n1C)c1ccccc1 (configuration not stated),1.7,-2.8,-13.6
CC(=O)Nc1ccccc1OCC(=O)NC1CCCCC1C (configuration not stated),2.3,-1.1,-8.7
S=c1[nH]nc(Nc2ccccc2Cl)s1,8.1,-0.8,-16.9
CCOC(=O)C1=NN(C(=O)c2cccc(Br)c2)C(O)(C(C)(C)C)C1 (configuration not stated),60.6,-1.4,-1.5
Cc1cccc(-c2nc(CS(=O)CC(=O)NC(C)CCc3ccccc3)c(C)o2)c1 (configuration not stated),4.2,0.3,-24.6
Cc1ccc(C2=NNC(c3cccc(F)c3)S2)cc1 (configuration not stated),6.2,-0.4,-22.0
COc1ccc2c3c1OC1CC(O)C=CC31CCN(C)C2 (configuration not stated),0.3&4.8,-1.7&0.4,-20.4&-5.0
CCOC(=O)NCC(C#CCN(CC)CC)N(CC)CC (configuration not stated),11.5,-1.6,-12.9
Cc1ccc(Nc2nc(N)nc(CSc3nncn3C)n2)cc1,12.4,-0.8,2.1
COc1ccc(C(=O)NNC(=O)CSc2nc3c([nH]2)c(=O)n(C)c(=O)n3C)cc1,11.2,-1.2,-21.9
CCOc1cccc(OCCOCCNC(C)(C)C)c1,36.4,1.3,-5.8
Cc1ccccc1N(CC(=O)Nc1ccc(F)cc1)S(C)(=O)=O,15.2,0.7,-7.4
CC(C)(C)c1nn(-c2ccccc2)c2[nH]c(=O)c(CNCc3ccco3)cc12,26.9,-3.9,-27.5
COCCNC(=O)c1onc(CSc2ccccc2)c1C(=O)O,24.7,-1.0,-7.7
C=C(C)C(=O)Nc1cccc(C2=NOC3(C2)C[C@@H](C(N)=O)N(C(=O)/C(C)=C/C)C3)c1 (some centres not stated),7.7,-0.9,-10.8
CC(=O)Nc1ccc(NC(=O)CSc2nnc(C3CC3)n2-c2ccccc2)cc1,3.8,-1.4,-17.8
FC(F)(F)c1cccc(Nc2cc(-c3ccccc3)nc3ncnn23)c1,15.6,-1.8,-28.0
CCCCn1c(N)c(N(CC(C)C)C(=O)c2cccc(S(=O)(=O)N(C)c3ccc(C)cc3)c2)c(=O)[nH]c1=O,13.5,nt,-19.5

Going on with the list.
smiles,OX1R antag-2,STK33 kinase inh,OX1R antag-1
CCN(C[C@H]1N[C@@](CC)(C(=O)OC)[C@H]2C(=O)N(C)C(=O)[C@@H]12)C(=O)NC(C)C,-2.3,nt,1.3
CCCCOC(=O)C1=C(C)NC(=O)NC1c1ccc([N+](=O)[O-])s1 (configuration not stated),31.9,0.4,-22.2
Cc1cc(C)cc(N2CCCC2=O)c1,5.1,-1.6,-1.2
CNC(=O)NC(=O)CSc1nc2sccc2c(=O)n1-c1ccccc1,-0.6,-1.1,-7.9
COc1cccc(CN2CCN(Cc3cccn3-c3cccnc3)CC2CCO)c1 (configuration not stated),6.0,-0.8,-24.1
Cn1c(=O)c(C(=O)CN2CCc3ccccc32)c(N)n(Cc2ccccc2)c1=O,8.6,-1.2,-1.0
COc1ccc(S(=O)(=O)N2CCc3ccccc32)cc1C(=O)Nc1ccc(C(N)=O)cc1,35.0,0.1,-9.7
COC(=O)N[C@@H]1C[C@H]2[C@@H]3CC[C@H]4C[C@@H](OC)CC[C@]4(C)[C@H]3CC[C@]12C,4.7,0.7,-9.8
COC(CNC(=O)C1CCN(C(=O)c2cc3oc(C)cc3n2Cc2c(F)cccc2Cl)CC1)OC,7.9,-0.1,-8.8
CN(Cc1ccccc1)c1nc2c(c(=O)[nH]c(=O)n2C)n1Cc1ccccc1Cl,10.0,-1.5,-23.5
Cn1c(CC(=O)Nc2ccccc2F)nnc1SCC(=O)NC1CCCC1,16.8,0.0,-3.4
Cc1ncoc1C(=O)N1CCCC(C(=O)c2ccc(C(F)(F)F)cc2)C1 (configuration not stated),16.7,-1.4,-11.2
